CHT PAM – CHT positive allosteric modulators, primary screen, cell-based, membrane potential dye, choline EC20. CHT-expressing cells; stronger effect = higher value; LV-AA mutant CHT in HEK293 cells. High affinity choline transporter 1 (Homo sapiens), Q9GZV3. B-score at 10 µM. actives 0.49% (n = 310,000);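 active = initial fluorescence not abnormally high and integrated response B-score, plate-corrected, over 3 SD above library mean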
Target sequence (Q9GZV3 whole entry, looked up): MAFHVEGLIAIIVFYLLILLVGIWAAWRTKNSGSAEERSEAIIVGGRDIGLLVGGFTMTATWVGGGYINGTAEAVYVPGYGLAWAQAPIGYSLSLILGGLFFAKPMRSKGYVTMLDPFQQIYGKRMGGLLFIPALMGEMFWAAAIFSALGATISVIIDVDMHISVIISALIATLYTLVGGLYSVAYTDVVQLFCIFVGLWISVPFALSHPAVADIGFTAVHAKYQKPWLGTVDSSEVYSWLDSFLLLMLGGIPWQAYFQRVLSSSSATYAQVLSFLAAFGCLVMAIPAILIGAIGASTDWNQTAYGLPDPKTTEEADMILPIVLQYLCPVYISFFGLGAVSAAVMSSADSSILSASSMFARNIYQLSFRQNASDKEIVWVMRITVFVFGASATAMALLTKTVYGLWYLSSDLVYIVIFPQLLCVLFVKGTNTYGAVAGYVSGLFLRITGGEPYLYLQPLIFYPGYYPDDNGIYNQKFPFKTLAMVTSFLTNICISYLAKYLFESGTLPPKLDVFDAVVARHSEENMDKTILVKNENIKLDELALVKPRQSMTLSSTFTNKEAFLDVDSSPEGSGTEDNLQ
CHT block – inhibitors of human choline transporter CHT; High affinity choline transporter 1 (Homo sapiens), Q9GZV3; B-score at 10 µM; actives 0.86% (n = 310,000); CHT-expressing cells, membrane potential dye, choline response; stronger effect = lower value; AID 488975, 2010;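 active = B-score over 3 SD under the library average, and starting fluorescence ratio not unusually high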;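 also: choline stimulus applied at its EC90 after an EC20 pre-addition; B-score computed on integrated fluorescence ratio after choline addition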
An asterisk follows results filed as active; i = inactive.

Results follow in this order: CHT PAM	CHT block
- O=C(O)c1ccc(N=C2SCC(=O)N2Cc2ccccc2)cc1
→ i	i
- O=C1Nc2ccc(Br)cc2C1Cc1ccccc1F (configuration not stated)
→ i	i
- COc1ccc(N/C=C/C(=O)c2cc(OC)c(OC)c(OC)c2)cc1
→ i	i
- CC1(CCBr)C(=O)N(c2ccccc2)c2ccccc21 (configuration not stated)
→ i	i
- COc1ccccc1N1CCN(C(=O)CCn2c(=O)[nH]c3ccccc3c2=O)CC1
→ i	i
- COc1ccc(S(=O)(=O)NCC2CCC(C(=O)NCc3ccc(F)cc3)CC2)cc1 (configuration not stated)
→ i	i
- Clc1ccc(-c2ccc(C=Nc3ccc(N4CCOCC4)cc3)o2)cc1
→ i	i
- CCOc1cc(/C=N/NC(=O)C(N)=O)cc(Br)c1O
→ i	i
- CCN(CC(=O)NC(C)(C)C)C(=O)c1ccc(Br)cc1
→ i	i
- CCCCOc1cccc(C(=O)Nc2ccc(NC(=O)c3ccco3)cc2)c1
→ i	i
- COc1ccc(/C=N/OCC(=O)Nc2cc(C)on2)cc1OC
→ i	i
- COc1cc(/C=N/NC(=O)CCN2CCN(C(c3ccccc3)c3ccccc3)CC2)ccc1O
→ i	i
- Cc1cc(/C=N/NC(N)=O)c(C)c(CO)c1
→ i	i
- COc1ccc(C(C)NCCC(c2ccc(OC(C)C)cc2)c2ccccc2OC)cc1 (configuration not stated)
→ 7.69*	i
- O=C(CCCOc1ccccc1)OCn1nnc2ccccc2c1=O
→ i	i
- CS(=O)(=O)N(CCc1ccccc1)CC(=O)NCc1ccncc1
→ i	i
- O=C(O)C1CCCC2CN3CCc4c([nH]c5ccccc45)C3C(O)C21 (configuration not stated)
→ i	i
- C=CCNC(=O)c1sc(=S)n(-c2ccc(C(=O)OCC)cc2)c1N
→ i	i
- COc1ccc(CNC(=O)c2c(F)c(F)c(F)c(F)c2F)cc1
→ i	i
- CCCCNC(=O)c1onc(CS(=O)(=O)c2ccccn2)c1C(=O)NCCCC
→ i	i
- O=C(C1CCCCC1)N1CCC(c2nc3c(nnn3Cc3c(F)cccc3Cl)c(=O)[nH]2)CC1
→ i	i
- COc1ccc(CN(C)Cc2cc(=O)n3ccsc3n2)c(OC)c1OC
→ i	i
- CCOc1ccc(C2/C(=C(\O)c3ccc4c(c3)OCCO4)C(=O)C(=O)N2CCCN2CCOCC2)cc1OC (configuration not stated)
→ i	i
- O=C(CN1CCOCC1)Nc1ccccc1
→ i	i
- Cc1cccc(NC(=O)NC(C)C(c2cccs2)N2CCOCC2)c1 (configuration not stated)
→ i	i
- CCN1CCN(C(=O)c2nn(-c3ccc(C)cc3)c(=O)c3c2c2ccccc2n3C)CC1
→ i	i
- Cn1c(=O)c2c(nc(CN3CCC(C(N)=O)CC3)n2Cc2c(F)cccc2Cl)n(C)c1=O
→ i	i
- COc1ccc(N2CCN(C(=O)[C@H](Cc3c[nH]c4ccccc34)NC(C)=O)CC2)cc1
→ i	i
- CCCCc1cn([C@@H](CCCCNC(=O)OC(C)(C)C)C(=O)N2CCN(C(=O)OC(C)(C)C)CC2)nn1
→ i	i
- CCOC(=O)CNC(=O)C1c2cc(OC)c(OC)cc2C(=O)N(C)C1c1ccccc1F (configuration not stated)
→ i	i

Arranged by count of non-hydrogen atoms (largest number first): part of the list above.
Results follow in this order: CHT PAM	CHT block
- CCOc1ccc(C2/C(=C(\O)c3ccc4c(c3)OCCO4)C(=O)C(=O)N2CCCN2CCOCC2)cc1OC (configuration not stated)
→ i	i
- O=C(C1CCCCC1)N1CCC(c2nc3c(nnn3Cc3c(F)cccc3Cl)c(=O)[nH]2)CC1
→ i	i
- O=C(CN1CCOCC1)Nc1ccccc1
→ i	i

Next results
Results follow in this order: CHT PAM	CHT block
- Cc1nnc(SCC(=O)Nc2sc3c(c2C(N)=O)CCCC3)[nH]c1=O
→ i	i
- Cc1ccc(OCC(O)Cn2c(=N)n(CCN3CCCCC3)c3ccccc32)cc1 (configuration not stated)
→ 9.58*	i
- FC(F)Oc1ccc(-c2csc(=Nc3cccnc3)n2CC2CCCO2)cc1 (configuration not stated)
→ i	i
- O=C(Nc1ccc(Cl)cc1)N1CCC(c2nc(-c3ccccc3Cl)no2)CC1
→ i	i
- CC(=O)Nc1ccc(S(=O)(=O)NCCSCc2c(Cl)cccc2Cl)cc1
→ i	i
- CC(NCc1ccc(N(C)C)cc1)C1CC2CCC1C2 (configuration not stated)
→ i	i
- CCOc1ccc(NC(=O)CN(C)C(=O)Cn2c(=O)oc3ccccc32)cc1OCC
→ i	i
- O=C1OC(=O)C2C1[C@@H]1CC[C@H]2O1 (some centres not stated)
→ i	i
- Cc1cccc(NC(=O)/C(=C\c2cccs2)NC(=O)c2ccccc2)c1
→ i	i
- COc1ccc(C2=NO[C@@H]3[C@@H]4C[C@@H]([C@H]5C(=O)N(C)C(=O)[C@@H]45)[C@H]23)c(OC)c1
→ i	i
- COc1ccc(C(C(=O)NCc2ccccc2)N(C(=O)c2snc(C(N)=O)c2N)C2CCCC2)cc1O (configuration not stated)
→ i	i
- COc1cc(O)c(C(CCN2CCCC(C)C2)c2cc(OC)c(OC)c(OC)c2)c(OC)c1 (configuration not stated)
→ i	i
- CC(Sc1nnc(-c2ccc(O)cc2)o1)C(=O)Nc1cccc2ccccc12 (configuration not stated)
→ i	i
- CCCNC(=O)c1ccccc1C(=O)NCCC
→ i	i
- Cc1cc2ccccc2nc1SCC(=O)N1c2ccccc2CC1C (configuration not stated)
→ i	i
- O=C(CCCC(=O)N(CC(=O)NC1CCCC1)c1ccc(F)c(Cl)c1)Nc1ccccn1
→ i	i
- Cc1cc(C)nc(SCc2ccc(C(=O)O)o2)n1
→ i	i
- CCN(Cc1ccncc1)Cc1ccc(OC)cc1OC
→ i	i
- CCn1c2c(c(=N)c3c1CCC3)CCCC2
→ 9.28*	i
- Cc1cc(-c2nnc(SCC(=O)Nc3ccccc3)n2C)no1
→ i	i
- O=C1c2ccccc2C(O)N1Cc1ccccc1Cl (configuration not stated)
→ i	i
- COc1ccc(NC(=O)CSc2nc3ccccc3c(=O)n2CCNC(C)=O)c(OC)c1
→ i	i
- Cc1ccccc1OC(C)C(=O)NC1CCCC1 (configuration not stated)
→ i	i
- Cc1ccc(CN(Cc2ccco2)C(=S)NCC(=O)NCc2cccnc2)cc1
→ i	i
- CNC(=O)CSc1nnnn1-c1ccc(C)cc1C
→ i	i
- Cc1ccccc1Nc1nnc(SCc2cc(=O)n3ccsc3n2)s1
→ i	i
- CCc1ccc(OCc2n[nH]c(=S)n2C(C)CCCC(C)C)cc1 (configuration not stated)
→ i	i
- Cc1cc2nccc(-c3ccc(Cl)c([N+](=O)[O-])c3)n2n1
→ i	i
- O=C(CSc1ccc([N+](=O)[O-])cn1)Nc1ccccc1N1CCOCC1
→ i	i
- CSc1nc2nc(-c3cccs3)cc(C(F)(F)F)c2c(=O)[nH]1
→ i	i
- COc1ccc(NC(=O)[C@H](CCS(C)(=O)=O)N2Cc3ccccc3C2=O)c(OC)c1
→ i	i
- CCOC(=O)CCc1cnccc1-c1cccc(OC)c1O
→ i	i
- CC(C)Oc1c(Cl)cc(CNC(C)(C)CO)cc1Cl
→ i	i
- CCCCCN(C(=O)COC(=O)Cc1c(C)nc2ccccc2c1C)c1c(N)n(CCCC)c(=O)[nH]c1=O
→ i	i
- CCC1CCCCN1S(=O)(=O)c1ccc(S(=O)(=O)N2CCN(S(=O)(=O)CC)CC2)cc1 (configuration not stated)
→ i	i
- COc1ccc(C2CC(=O)N3C(=C2C#N)SCC3(O)c2ccccc2)cc1 (configuration not stated)
→ i	i
- CC(=O)N1c2ccc(S(=O)(=O)N3CCC(C(=O)N4CCCCC4)CC3)cc2CC1C (configuration not stated)
→ i	i
- N#CCSc1nc2ccccc2c(=O)n1C1CCCCC1
→ i	i
- O=C(NCCN1CCOCC1)c1ccc(Cl)cc1O
→ i	i
- COc1nc2ccccc2nc1CCC(=O)O
→ i	i
- O=S(=O)(c1cccc(Br)c1)N1CCN(C(=S)NCC2CCCO2)CC1 (configuration not stated)
→ i	i
- CCCn1c(SCC(=O)N2CCCc3ccccc32)nnc1-c1ccco1
→ i	i
- CN(C)S(=O)(=O)c1ccc(Cl)c(NC(=O)COC(=O)C2CSC3(C)CCC(=O)N23)c1 (configuration not stated)
→ i	i
- CCCCn1c(/N=C/c2c[nH]c3ccccc23)nc2ccccc21
→ i	i
- CC1Oc2ccccc2N(CC(=O)N2CCCC2)C1=O (configuration not stated)
→ i	i
- O=C(/N=C1\NC(=O)C(F)(C(F)(F)F)S1)NC1CCCCC1 (configuration not stated)
→ i	i
- COc1ccc(-c2cc(C(=O)N3CCN(C(=O)c4ccccc4F)CC3)[nH]n2)cc1
→ i	i
- COCCNC(=O)c1ccc2c(c1)ncn2-c1ccc(F)c(F)c1
→ i	i
- CN1[C@@H]2CC(OC(=O)[C@H](CO)c3ccccc3)C[C@H]1[C@@H]1O[C@@H]12 (some centres not stated)
→ i	i
- C=CCc1ccc(OCCCNC2CCCC2)c(OC)c1
→ i	i

Later entries
Results follow in this order: CHT PAM	CHT block
- Cc1ccc(NC(=O)Nc2cccc(Cl)c2)c(C(=O)O)c1
→ i	i
- COC(=O)C1CCN(C(=O)c2oc3c(Cl)cc(C)cc3c2C)CC1
→ i	i
- Clc1ccc(SCc2nc3ccccc3[nH]2)cc1
→ i	i
- CCC(C)[C@H](NC(=O)NCc1ccc(Cl)cc1)C(=O)O (some centres not stated)
→ i	i
- O=C(CN1C(=O)S/C(=C\c2cccc(Cl)c2)C1=O)NC1C=CS(=O)(=O)C1 (configuration not stated)
→ i	i
- O=C(NN1C(=O)NC2(CCCCC2)C1=O)c1ccc(-c2ccc([N+](=O)[O-])cc2)o1
→ i	i
- Cn1c(SCC(=O)N2CCN(S(=O)(=O)c3ccc(Cl)cc3)CC2)nc2ccccc21
→ i	i
- COc1ccccc1N1CCN(Cc2c[nH]c3ccccc23)CC1
→ i	i
- CC1=NN(c2ccccc2)C(=O)C1C(=O)c1cc([N+](=O)[O-])cc([N+](=O)[O-])c1 (configuration not stated)
→ i	i
- CCOC(=O)c1c(C)[nH]c(/C(C)=N/O)c1C
→ i	i
- COc1cc(/C=N/NC(=O)c2ccc(COc3ccccc3Cl)o2)cc(Br)c1O
→ i	i
- COc1cccc(CN(C)C(=S)Nc2cccc(C)c2)c1
→ i	i
- C=CCn1c(SC(C)C(=O)NCc2ccc3c(c2)OCO3)nnc1C1CCCCC1 (configuration not stated)
→ i	i
- CCCCNC(=O)C1CCN(S(=O)(=O)c2c(C)noc2/C=C\c2ccc(OC)cc2)CC1
→ i	i
- COc1cc(NC(=O)c2cccs2)c(C(=O)OCC(=O)NCc2ccccc2)cc1OC
→ i	i
- N#C/C(=N\Nc1cccc(C(F)(F)F)c1)C(=O)c1ccsc1
→ i	-10.1*
- Cc1ccc(NC(=O)c2cccc(Oc3ccc([N+](=O)[O-])cc3)c2)c(C(=O)O)c1
→ i	i
- Cc1cc(OC(=O)c2ccc(Cl)cc2Cl)c([N+](=O)[O-])c(=O)[nH]1
→ i	i
- CCOC(=O)C1=C(C)NC(=O)NC1c1ccc(OC(=O)c2ccco2)c(OC)c1 (configuration not stated)
→ i	i
- O=C(COC(=O)c1cc([N+](=O)[O-])ccc1N1CCOCC1)Nc1ccc(Cl)cc1
→ i	i
- CC[C@H](NC(=O)c1c(C)c(-c2ccccc2)nc2ccccc12)c1ccccc1
→ i	i
- O=C(NC1CCCCC1)C(c1cccs1)N(C(=O)C(F)(F)F)c1ccccc1 (configuration not stated)
→ i	i
- COc1cccc(CN2CCNC(=O)C2CC(=O)NCCn2nc(C)cc2C)c1OC (configuration not stated)
→ i	i
- Cc1ccc(NS(=O)(=O)c2ccc(Br)s2)cc1S(=O)(=O)N1CCOCC1
→ i	i
- Cc1nn(C)c(C)c1CN(C)C(=O)c1cc2nc(-c3ccco3)cc(C(F)(F)F)n2n1
→ i	i
- N#CC1(c2ccccc2)CCCN1C(=O)c1ccccc1Cl (configuration not stated)
→ i	i
- CC(=O)OC1C([N+]2(C)CCCCC2)C[C@H]2C3CC[C@H]4C[C@H](OC(C)=O)C([N+]5(C)CCCCC5)CC4(C)[C@H]3CCC12C (some centres not stated)
→ i	i

Entries from the list above that have an NH in an aromatic ring, in the order listed:
Results follow in this order: CHT PAM	CHT block
- COc1ccccc1N1CCN(C(=O)CCn2c(=O)[nH]c3ccccc3c2=O)CC1
→ i	i
- O=C(O)C1CCCC2CN3CCc4c([nH]c5ccccc45)C3C(O)C21 (configuration not stated)
→ i	i
- O=C(C1CCCCC1)N1CCC(c2nc3c(nnn3Cc3c(F)cccc3Cl)c(=O)[nH]2)CC1
→ i	i
- COc1ccc(N2CCN(C(=O)[C@H](Cc3c[nH]c4ccccc34)NC(C)=O)CC2)cc1
→ i	i
- Cc1nnc(SCC(=O)Nc2sc3c(c2C(N)=O)CCCC3)[nH]c1=O
→ i	i
- CCc1ccc(OCc2n[nH]c(=S)n2C(C)CCCC(C)C)cc1 (configuration not stated)
→ i	i
- CSc1nc2nc(-c3cccs3)cc(C(F)(F)F)c2c(=O)[nH]1
→ i	i
- CCCCCN(C(=O)COC(=O)Cc1c(C)nc2ccccc2c1C)c1c(N)n(CCCC)c(=O)[nH]c1=O
→ i	i
- CCCCn1c(/N=C/c2c[nH]c3ccccc23)nc2ccccc21
→ i	i
- COc1ccc(-c2cc(C(=O)N3CCN(C(=O)c4ccccc4F)CC3)[nH]n2)cc1
→ i	i
- Clc1ccc(SCc2nc3ccccc3[nH]2)cc1
→ i	i
- COc1ccccc1N1CCN(Cc2c[nH]c3ccccc23)CC1
→ i	i
- CCOC(=O)c1c(C)[nH]c(/C(C)=N/O)c1C
→ i	i
- Cc1cc(OC(=O)c2ccc(Cl)cc2Cl)c([N+](=O)[O-])c(=O)[nH]1
→ i	i

An unsorted share of the library; overall some 1.4% were active at least once.
